SF1 activator: SF-1 (human) activation; Q13285; CHO-K1 Gal4-SF-1 LBD luciferase reporter; % increase over DMSO SF-1-specific signal; activation, % at 10 µM; 1.9% of 65,000 active; AID 522;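 active = activation above the mean activation of all tested compounds plus 3 SD, cut at about 50% in these data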
Target sequence (Q13285 whole entry, looked up, the tested form may be a part): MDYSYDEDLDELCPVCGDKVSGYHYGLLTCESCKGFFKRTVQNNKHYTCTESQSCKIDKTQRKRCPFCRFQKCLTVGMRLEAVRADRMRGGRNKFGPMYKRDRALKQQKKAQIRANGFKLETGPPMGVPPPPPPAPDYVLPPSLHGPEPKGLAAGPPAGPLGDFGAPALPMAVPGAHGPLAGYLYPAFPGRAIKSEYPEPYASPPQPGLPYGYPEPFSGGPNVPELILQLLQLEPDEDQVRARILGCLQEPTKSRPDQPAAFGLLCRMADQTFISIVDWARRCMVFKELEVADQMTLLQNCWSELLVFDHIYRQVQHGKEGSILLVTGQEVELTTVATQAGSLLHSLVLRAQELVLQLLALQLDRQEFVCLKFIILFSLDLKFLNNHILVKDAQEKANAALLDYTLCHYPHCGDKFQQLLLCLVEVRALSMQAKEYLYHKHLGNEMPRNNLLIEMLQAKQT
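Assay system: CHO-K1 cells co-transfected with Gal4 DBD–human SF-1 LBD, 5xGal4 luciferase reporter / Input: 4,000 cells per well / Incubation: 20 h compound exposure at 37 °C after 1 h cell settling / Detection: SteadyLite luciferase luminescence / Control set: DMSO negative control and −SF1 background wells / Replication: one test per compound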
MMP13 inh: inhibitors of human MMP13 | P45452 | MMP-13 fTHP FRET cleavage, Mca fluorescence | inhibition, % at 4 µM | 0.07% of 65,000 active | AID 570;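 active = inhibition above the mean of compound-free control plate wells plus 3 SD, cut at about 14% in these data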;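 note: 0% = DMSO wells and 100% = wells with reference MMP-13 inhibitor after basal subtraction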
TNAP act mid DEA: human TNAP activation, intermediate phosphate acceptor; 64,000 tested, under 10 active; activation factor at 20 µM; purified TNAP, CDP-star luminescence, 100 mM DEA, 30 min; stronger effect = higher value; scale: 0 levamisole-inhibited, 1 vehicle-only enzyme; AID 813;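 active = activation factor of at least 2 at 20 µM, relative to controls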
5-HT1A blocker: 5-HT1a (human) receptor antagonism; AID 612; inhibition, % at 10 µM; P08908; CHO 5-HT1a Ga15 NFAT-bla reporter, antagonist mode; 0.68% of 62,000 active;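 active = inhibition above the mean of all tested compounds plus 3 SD, cut at about 43% in these data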;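 note: receptor stimulated by 5-CT agonist at 100 nM near EC80; beta-lactamase reporter measured by ratiometric fluorescence of a cleavable substrate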
Target sequence (P08908 whole entry, looked up): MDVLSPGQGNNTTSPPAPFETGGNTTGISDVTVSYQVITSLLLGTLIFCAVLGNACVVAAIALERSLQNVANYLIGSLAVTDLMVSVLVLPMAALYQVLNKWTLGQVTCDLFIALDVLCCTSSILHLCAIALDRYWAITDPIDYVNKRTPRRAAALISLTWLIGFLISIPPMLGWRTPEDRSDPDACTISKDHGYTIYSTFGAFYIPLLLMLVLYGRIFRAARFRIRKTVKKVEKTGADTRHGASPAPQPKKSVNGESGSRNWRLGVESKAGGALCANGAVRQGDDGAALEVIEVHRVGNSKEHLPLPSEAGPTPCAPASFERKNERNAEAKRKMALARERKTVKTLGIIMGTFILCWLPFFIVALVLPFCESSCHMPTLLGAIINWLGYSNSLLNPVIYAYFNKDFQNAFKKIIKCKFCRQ
NADH enzymes: inhibition of NAD/NADH coupling enzymes, library profiling | coupled PK/LDH NADH assays, four targets | 0.02% of 65,000 active | IC50, µM (highest dose often 10 µM), for the others: at the top dose inhibition;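 active = single-dose screening hits from any of four coupled enzyme assays that gave an IC50 when retested across doses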;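 note: the DPM-DC format reads NADH fluorescence rather than 340 nm absorbance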
A340 absorber: compounds absorbing at 340 nm; fold change at 10 µM; 65,000 tested, under 10 active; compound absorbance at 340 nm, fold over control;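 active = at 10 µM dose, initial 340 nm absorbance at least 2 fold that of control wells; inactive = change under 2 fold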;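 note: initial absorbance extrapolated from kinetic A340 decline of NADH oxidation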
Fluor 339 460: intrinsic fluorescence of library compounds, ex339/em460 – biochemical, MLSMR library, data from DPM-DC assay, artefact control, profiling panel | compound autofluorescence, ex339/em460 nm, NADH buffer; stronger effect = higher value; 1 = no-compound wells, NADH background | fluorescence fold increase at 10 µM | 5.5% of 65,000 active | AID 709;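 active = at 10 µM, mean starting fluorescence two-fold or more over control wells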;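 note: signal is the first read of a kinetic run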
RORA act: activators of human nuclear receptor RORA | CHO-K1 Gal4-RORA LBD luciferase reporter, luminescence; percent increase over mock-subtracted basal signal | activation, % at 10 µM | 1.5% of 65,000 active | P35398;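 active = activation above the mean of all tested compounds plus 3 SD, cut at about 49% in these data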;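 note: 0% = DMSO-treated RORA cells and 100% = added signal equal to DMSO minus mock-transfected cells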
5HT1a ag: activates the human 5-HT1a serotonin receptor; P08908; CHO 5-HT1a Ga15 NFAT-bla reporter, FRET ratio; 0% basal, 100% maximal reference agonist; activation, % at 10 µM; 0.56% of 65,000 active; AID 567;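 active = activation above the screen-wide mean activation plus 3 SD, cut at about 19% in these data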;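 note: 0% = DMSO wells and 100% = 5-CT at EC100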
Active calls of the source: *.

Screening Cc1noc(C)c1C(=O)NCc1ccco1 returned SF1 activator 1, MMP13 inh 1, TNAP act mid DEA 0.9, 5-HT1A blocker -12, NADH enzymes 4%, A340 absorber 1, Fluor 339 460 1.1, RORA act -15 and 5HT1a ag -0.4.
CCN(c1ccccc1)S(=O)(=O)c1ccc(NCC2COc3ccccc3O2)nc1 (configuration not stated) was read as SF1 activator 16, MMP13 inh -1, TNAP act mid DEA 0.9, 5-HT1A blocker 5, NADH enzymes 3%, A340 absorber 1, Fluor 339 460 1.1, RORA act 4 and 5HT1a ag 1.2.
CCOc1ccc(N(CC(=O)Nc2ccc(OC)cc2)S(C)(=O)=O)cc1 was read as SF1 activator 36, MMP13 inh 1, TNAP act mid DEA 0.9, 5-HT1A blocker 8, NADH enzymes 2%, A340 absorber 0.98, Fluor 339 460 1, RORA act 61* and 5HT1a ag 0.0.
For Cc1cc(NC(=O)COc2cccc(C)c2C)no1 the results were SF1 activator -8, MMP13 inh 4, TNAP act mid DEA 0.8, 5-HT1A blocker 0, NADH enzymes 3%, A340 absorber 0.98, Fluor 339 460 1, RORA act -16 and 5HT1a ag -4.5.
c1ccc2c(c1)oc1c(NCc3ccc4c(c3)OCO4)ncnc12 was read as SF1 activator 6, MMP13 inh 1, TNAP act mid DEA 0.9, 5-HT1A blocker 12, NADH enzymes 0%, A340 absorber 0.99, Fluor 339 460 1.1, RORA act 11 and 5HT1a ag 0.2.
`COc1ccc(C(=O)Nc2nc3ccccc3[nH]2)cc1OC` gave SF1 activator 50*, MMP13 inh 4, TNAP act mid DEA 1.1, 5-HT1A blocker -4, NADH enzymes 7%, A340 absorber 1.1, Fluor 339 460 1.1, RORA act 18 and 5HT1a ag -0.3.
CCN(CC)C(=O)CSc1nc(O)cc(=O)n1CC was read as SF1 activator 12, MMP13 inh -4, TNAP act mid DEA 0.8, 5-HT1A blocker -2, NADH enzymes 3%, A340 absorber 1.1, Fluor 339 460 1.1, RORA act 10 and 5HT1a ag -0.5.
Screening CCCCCn1c(CNC(=O)COC)nc2ccccc21 returned SF1 activator -1, MMP13 inh -1, TNAP act mid DEA 1, 5-HT1A blocker 5, NADH enzymes 0%, A340 absorber 1, Fluor 339 460 1.1, RORA act 4 and 5HT1a ag -1.5.
For Cc1cc(N2CCN(C)CC2)nc2ccc(NC(=O)c3ccc(Br)o3)cc12 the results were SF1 activator 35, MMP13 inh -2, TNAP act mid DEA 0.9, 5-HT1A blocker 3, NADH enzymes 2%, A340 absorber 1.2, Fluor 339 460 1.1, RORA act 16 and 5HT1a ag 0.7.
Screening CCCn1c(=NC(=O)c2ccc3c(c2)OCO3)c(C#N)cc2c(=O)n3cccc(C)c3nc21 returned SF1 activator 13, MMP13 inh -7, TNAP act mid DEA 0.9, 5-HT1A blocker -16, NADH enzymes 7%, A340 absorber 1, Fluor 339 460 1.4, RORA act 6 and 5HT1a ag 0.8.
Cc1cc(=O)oc2c1c(C)nn2-c1nn[nH]n1 was read as SF1 activator -5, MMP13 inh 2, TNAP act mid DEA 0.9, 5-HT1A blocker 1, NADH enzymes 9%, A340 absorber 1, Fluor 339 460 1.1, RORA act 2 and 5HT1a ag -2.3.
For COc1ccc(C)cc1S(=O)(=O)N1CCN(S(=O)(=O)c2cc(C)ccc2OC)C(C)C1 (configuration not stated) the results were SF1 activator 5, MMP13 inh 2, TNAP act mid DEA 0.8, 5-HT1A blocker 22, NADH enzymes 6%, A340 absorber 1, Fluor 339 460 1.1, RORA act 3 and 5HT1a ag -2.1.
`CCCn1nnnc1SCC(=O)NCc1cccs1` gave SF1 activator -11, MMP13 inh 3, TNAP act mid DEA 0.9, 5-HT1A blocker 1, NADH enzymes 4%, A340 absorber 0.98, Fluor 339 460 1, RORA act -6 and 5HT1a ag -2.5.
`COc1ccccc1NC(=O)c1c(C)cc(=O)oc1C` gave SF1 activator -4, MMP13 inh 3, TNAP act mid DEA 0.9, NADH enzymes 4%, A340 absorber 1, Fluor 339 460 1.1, RORA act 3 and 5HT1a ag 0.4.
Screening Cc1cc(C)c(-c2cc(C(=O)Nc3c(C)n(C)n(-c4ccccc4)c3=O)[nH]n2)c(O)c1 returned SF1 activator -4, MMP13 inh -12, TNAP act mid DEA 1.2, 5-HT1A blocker -12, NADH enzymes 2%, A340 absorber 1, Fluor 339 460 1, RORA act -12 and 5HT1a ag -0.8.
`COc1cccc(NC(=O)CSc2nnc(-c3cc(C)n(-c4ccccc4)c3C)o2)c1` gave SF1 activator -67, MMP13 inh -3, TNAP act mid DEA 0.9, 5-HT1A blocker 1, NADH enzymes 2%, A340 absorber 1, Fluor 339 460 1, RORA act -71 and 5HT1a ag -1.6.
Screening CC[n+]1ccc(C)c2cc(S(=O)C(F)(F)F)ccc21 (configuration not stated) returned SF1 activator 18, MMP13 inh -10, TNAP act mid DEA 0.9, 5-HT1A blocker -7, NADH enzymes 7%, A340 absorber 1, Fluor 339 460 1.3, RORA act -21 and 5HT1a ag -4.6.
Screening O=c1c2[nH]c3cccc(Cl)c3c2ncn1Cc1ccncc1 returned SF1 activator 8, MMP13 inh -14, TNAP act mid DEA 0.9, 5-HT1A blocker -3, NADH enzymes 4%, A340 absorber 1, Fluor 339 460 1.5, RORA act 0 and 5HT1a ag -1.1.
Cc1nnc2n1N=CC=C(C(C)(C)C)S2 was read as SF1 activator -4, MMP13 inh -6, TNAP act mid DEA 0.8, 5-HT1A blocker 15, NADH enzymes 9%, A340 absorber 0.97, Fluor 339 460 1.1, RORA act 25 and 5HT1a ag -5.0.
`CC(=O)c1ccc(OCC(O)CN2CCN(Cc3ccc4c(c3)OCO4)CC2)cc1` (configuration not stated) gave SF1 activator 27, MMP13 inh 1, TNAP act mid DEA 0.9, 5-HT1A blocker -2, NADH enzymes 3%, A340 absorber 0.98, Fluor 339 460 1, RORA act -14 and 5HT1a ag -2.5.
Screening CC(=O)Nc1cccc(OCC(=O)Nc2ccc(F)cc2)c1 returned SF1 activator 2, MMP13 inh 4, TNAP act mid DEA 0.9, 5-HT1A blocker 7, NADH enzymes 6%, A340 absorber 1, Fluor 339 460 1.1, RORA act 3 and 5HT1a ag 0.3.
`CCSc1nnc2c(n1)OC1(CCCC1)Nc1ccccc1-2` gave SF1 activator -13, MMP13 inh 2, TNAP act mid DEA 0.9, 5-HT1A blocker 4, NADH enzymes 3%, A340 absorber 1, Fluor 339 460 1.1, RORA act 28 and 5HT1a ag -2.0.
`COc1cc(OC)cc(C(=O)NCc2n[nH]c(=S)n2-c2ccccc2OC)c1` gave SF1 activator -3, MMP13 inh 6, TNAP act mid DEA 0.8, 5-HT1A blocker -1, NADH enzymes 14%, A340 absorber 0.97, Fluor 339 460 1, RORA act -19 and 5HT1a ag 0.1.
`Cc1ccc2cc(CCNC(=O)c3ccco3)c(=O)[nH]c2c1C` gave SF1 activator 63*, MMP13 inh 0, TNAP act mid DEA 0.9, 5-HT1A blocker -2, NADH enzymes 6%, A340 absorber 1.1, Fluor 339 460 1.3, RORA act 51* and 5HT1a ag -1.5.
`Cc1csc(C(C#N)C(=O)c2cc3ccccc3o2)n1` (configuration not stated) gave SF1 activator 16, MMP13 inh -1, TNAP act mid DEA 0.9, 5-HT1A blocker 15, NADH enzymes 9%, A340 absorber 1.1, Fluor 339 460 1.1, RORA act 29 and 5HT1a ag -1.9.
Screening Cc1csc(NC(=O)CNC(=O)OCc2ccccc2)n1 returned SF1 activator -5, MMP13 inh 1, TNAP act mid DEA 0.9, 5-HT1A blocker -10, NADH enzymes 8%, A340 absorber 0.98, Fluor 339 460 0.93, RORA act -17 and 5HT1a ag -0.7.
`CCOC(=O)CCCOC(=O)c1ccc(S(=O)(=O)N(C)C)cc1` gave SF1 activator 1, MMP13 inh 0, TNAP act mid DEA 0.8, 5-HT1A blocker 0, NADH enzymes 3%, A340 absorber 0.98, Fluor 339 460 1, RORA act -25 and 5HT1a ag 0.4.
O=C(NCc1cccs1)C1CCN(S(=O)(=O)c2ccc3c(c2)OCCO3)CC1 was read as SF1 activator -2, MMP13 inh 10, TNAP act mid DEA 1, 5-HT1A blocker 3, NADH enzymes 6%, A340 absorber 1, Fluor 339 460 1.1, RORA act 1 and 5HT1a ag -1.9.
Screening CC(=O)OCC1=C(C(=O)O)N2C(=O)[C@@H](NC(=O)Cc3cccs3)[C@H]2SC1 returned SF1 activator -10, MMP13 inh -1, TNAP act mid DEA 0.9, NADH enzymes 2%, A340 absorber 0.98, Fluor 339 460 1, RORA act -7 and 5HT1a ag 9.3.
`CCCOC(=O)Cc1n[nH]c(=O)[nH]c1=O` gave SF1 activator -4, MMP13 inh 4, TNAP act mid DEA 1, 5-HT1A blocker 9, NADH enzymes 20%, A340 absorber 0.96, Fluor 339 460 0.55, RORA act -2 and 5HT1a ag -1.1.
`Cc1cc(C)n(-c2nc3c(c(=O)[nH]c(=O)n3C)n2CC(O)COc2ccccc2C)n1` (configuration not stated) gave SF1 activator -6, MMP13 inh -2, TNAP act mid DEA 1, 5-HT1A blocker -8, NADH enzymes 2%, A340 absorber 1, Fluor 339 460 1, RORA act 29 and 5HT1a ag -1.1.
Screening O=C(OCC(=O)N1CCN(C(=O)c2ccco2)CC1)c1ccc(S(=O)(=O)N2CCCCC2)cc1 returned SF1 activator 20, MMP13 inh -1, TNAP act mid DEA 1, 5-HT1A blocker 11, NADH enzymes 6%, A340 absorber 1, Fluor 339 460 1, RORA act 4 and 5HT1a ag 2.9.
Screening Cc1nc(N2CCN(Cc3ccccc3)CC2)c(C#N)c2c1COC(C)(C)C2 returned SF1 activator 3, MMP13 inh -7, TNAP act mid DEA 0.9, NADH enzymes 8%, A340 absorber 0.9, Fluor 339 460 1.2, RORA act -23 and 5HT1a ag 2.3.
For COc1ccc(N=C2SC(CC(=O)Nc3ccc(OC)cc3OC)C(=O)N2C)cc1 (configuration not stated) the results were SF1 activator -9, MMP13 inh 5, TNAP act mid DEA 1, 5-HT1A blocker -5, NADH enzymes 5%, A340 absorber 1, Fluor 339 460 1.1, RORA act -15 and 5HT1a ag 0.0.
CC(C)COc1ccc(-c2nnn(CC(=O)N3CCCC3)n2)cc1 was read as SF1 activator 19, MMP13 inh 3, TNAP act mid DEA 0.9, 5-HT1A blocker -1, NADH enzymes 2%, A340 absorber 0.98, Fluor 339 460 1, RORA act 11 and 5HT1a ag 0.5.
O=C1CSC(=O)N1CCOCCN1C(=O)CSC1=O was read as SF1 activator -1, MMP13 inh -4, TNAP act mid DEA 0.9, 5-HT1A blocker 4, NADH enzymes 6%, A340 absorber 0.99, Fluor 339 460 1.1, RORA act -2 and 5HT1a ag -6.2.

3 compounds out of the list, sorted by length of the SMILES, smallest number first.
O=C1CSC(=O)N1CCOCCN1C(=O)CSC1=O was read as SF1 activator -1, MMP13 inh -4, TNAP act mid DEA 0.9, 5-HT1A blocker 4, NADH enzymes 6%, A340 absorber 0.99, Fluor 339 460 1.1, RORA act -2 and 5HT1a ag -6.2.
CC(C)COc1ccc(-c2nnn(CC(=O)N3CCCC3)n2)cc1 was read as SF1 activator 19, MMP13 inh 3, TNAP act mid DEA 0.9, 5-HT1A blocker -1, NADH enzymes 2%, A340 absorber 0.98, Fluor 339 460 1, RORA act 11 and 5HT1a ag 0.5.
`Cc1cc(C)n(-c2nc3c(c(=O)[nH]c(=O)n3C)n2CC(O)COc2ccccc2C)n1` (configuration not stated) gave SF1 activator -6, MMP13 inh -2, TNAP act mid DEA 1, 5-HT1A blocker -8, NADH enzymes 2%, A340 absorber 1, Fluor 339 460 1, RORA act 29 and 5HT1a ag -1.1.

Source: PubChem (several laboratories)

No enrichment for hits; about 8.9% have a hit in one of these screens.
